# SENP1 inh: inhibitors of human SENP1 SUMO protease catalytic domain | Q9P0U3 | recombinant SENP1 catalytic domain, CyPet-SUMO1-YPet FRET cleavage | inhibition, % at 10 µM | actives 0.21% (n = 360,000) | AID 624204;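 active = inhibition at least 30% at 10 µM, raw YFP signal under a set limit, fluorescence ratio 0.5 to 1.5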;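 note: 0% = enzyme with DMSO and 100% = no enzyme wells; some results filed as inactive read as strong as hits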
# Target sequence (Q9P0U3 419-644 limits assumed): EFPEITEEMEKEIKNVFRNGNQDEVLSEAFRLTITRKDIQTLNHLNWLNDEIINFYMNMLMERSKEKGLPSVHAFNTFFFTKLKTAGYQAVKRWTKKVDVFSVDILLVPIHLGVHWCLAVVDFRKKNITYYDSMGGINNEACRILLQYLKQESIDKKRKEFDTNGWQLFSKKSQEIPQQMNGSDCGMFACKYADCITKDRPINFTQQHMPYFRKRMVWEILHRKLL
#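 Compound: 10 µM single point, 0.5% DMSO; Test system: hSENP1 catalytic domain, recombinant; Timing: 50 min reaction at room temperature; Technique: FRET, CFP and YFP emission; Control set: no-enzyme wells low, DMSO-plus-enzyme wells high control.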
# A3G deaminase: inhibitors of human APOBEC3G DNA deaminase | inhibition, % at 20 µM | recombinant A3G, ssDNA deamination FAM/TAMRA fluorescence | actives 0.28% (n = 330,000) | Q9HC16;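 active = inhibition of at least 40% at 20 µM, with no more than 30% in the related APOBEC3A deaminase screen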;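 note: plate controls were DMSO wells with A3G for no effect and wells lacking A3G enzyme for full effect; some compounds called inactive have numbers as strong as hits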
# Target sequence (Q9HC16 whole entry, looked up): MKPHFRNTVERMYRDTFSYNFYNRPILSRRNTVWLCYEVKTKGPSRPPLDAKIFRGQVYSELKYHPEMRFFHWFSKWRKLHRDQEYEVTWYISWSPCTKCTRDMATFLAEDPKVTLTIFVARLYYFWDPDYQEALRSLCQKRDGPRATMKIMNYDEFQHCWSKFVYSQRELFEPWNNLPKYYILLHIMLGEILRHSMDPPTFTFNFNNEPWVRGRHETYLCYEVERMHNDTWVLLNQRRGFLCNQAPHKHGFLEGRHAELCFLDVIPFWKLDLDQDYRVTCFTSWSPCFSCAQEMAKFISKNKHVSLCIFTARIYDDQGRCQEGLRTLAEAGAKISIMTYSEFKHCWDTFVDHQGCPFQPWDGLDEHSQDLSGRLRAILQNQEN
# mIAP block: mouse IAP inhibition; purified mouse IAP, CDP-Star luminescence, 30 min; inhibition, % at 10 µM; actives 0.2% (n = 330,000); AID 2806;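 active = inhibition of at least 40% at 10 µM in the primary screen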;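 note: plate controls were DMSO with enzyme for no effect and no enzyme wells for full effect; values of inactives mirror those of a sister screen read the other way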
# mIAP activ: increases mouse intestinal alkaline phosphatase activity; muIAP, CDP-Star luminescence, 30 min; hits give high values; 1 = vehicle-only enzyme signal, 0 = enzyme-free wells; activation factor at 10 µM; actives 0.24% (n = 330,000); AID 2805;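 active = activation factor of at least 2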; note: the source names both 10 and 20 µM as test concentration; values of inactives mirror those of a sister screen read the other way
#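 Assay system: mouse IAP enzyme / Compound: DMSO-dissolved test compounds / Timing: 30 min, room temperature / Measured by: luminescence from enzymatic CDP-Star hydrolysis / Control set: DMSO-only wells, enzyme-free buffer wells as negative control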
# hIAP activ: human IAP activation | activation factor at 10 µM | actives 0.16% (n = 330,000) | purified human IAP, CDP-Star luminescence, 30 min; hits give high values; 1 = vehicle-only enzyme, 0 = enzyme-free background | AID 2524 | P09923;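 active = activation factor of the enzyme at least 2-fold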; note: the source names both 10 and 20 µM as test concentration; values of inactives mirror those of a sister screen read the other way
# hIAP inh: blocks human intestinal alkaline phosphatase; P09923; purified IAP, CDP-Star luminescence, 30 min; inhibition, % at 10 µM; actives 0.12% (n = 330,000); AID 2544;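 active = inhibition reaching a set limit with compound at 10 µM in the primary screen, cut at about 35% in these data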;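 note: plate controls were DMSO wells with enzyme for no effect and no-enzyme buffer wells for full effect; values of inactives mirror those of a sister screen read the other way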
# NALP3 yeast inh: NALP3 inhibition in yeast | Yeast reconstituted NLRP3/ASC/caspase-1, beta-gal luminescence, 24 h | inhibition, % at 10 µM | actives 0.39% (n = 330,000);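 active = inhibition of 50% or more; inactive = inhibition below 50%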;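 note: plate controls were induced DMSO wells for no effect and uninduced yeast grown without galactose for full effect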
# beta cell repl: MIN6 beta-cell proliferation induction. MIN6 cells proliferation, ATPlite luminescence, 48 h; cells starved in 0.2% serum; 100% = growth in 10% serum. actives 0.29% (n = 330,000). proliferation, % at 10 µM;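 active = compounds whose signal lies at least 3.5 SD above the mean of all wells on their plate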;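 note: 0% = DMSO-treated cells in low-serum medium and 100% = 10% serum control; some compounds called inactive have numbers as strong as hits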
# APOBEC3A inh: human APOBEC3A DNA deaminase inhibition; actives 0.41% (n = 330,000); recombinant A3A, FAM/TAMRA ssDNA deamination fluorescence; inhibition, % at 20 µM; AID 493011;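 active = at least 40% inhibition at 20 µM here, with at most 30% in a related deaminase screen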;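 note: plate controls were A3A with DMSO for no effect and wells lacking A3A enzyme for full effect; some results filed as inactive read as strong as hits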
# Target sequence (P31941 whole entry, looked up): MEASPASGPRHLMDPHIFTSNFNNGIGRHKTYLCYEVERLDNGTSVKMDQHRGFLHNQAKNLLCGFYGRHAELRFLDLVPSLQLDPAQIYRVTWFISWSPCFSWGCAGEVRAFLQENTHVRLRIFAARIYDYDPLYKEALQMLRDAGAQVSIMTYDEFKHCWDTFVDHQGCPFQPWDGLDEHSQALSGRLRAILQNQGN
# * = called active by the depositor. Some of the compounds tested, so the mix of outcomes need not match the whole.
1	Cc1ccc(C(=O)Nc2cccc(-c3ccc(N4CCOCC4)nn3)c2)cc1C
2	COc1ccc(N(CC(=O)NCc2ccco2)C(=O)CCC(=O)Nc2nccs2)cc1
3	COc1ccc(/C=C(/NC(=O)c2ccc(C)cc2)c2nc3ccccc3[nH]2)cc1OC
4	O=C(COc1cccnc1[N+](=O)[O-])Nc1ccc(Cl)cc1F
5	COc1ccc(OC)c(Nc2nc(-c3cccc([N+](=O)[O-])c3)nc3ccccc23)c1
6	Cc1cccc(C)c1NC(=O)Nc1ccc(S(N)(=O)=O)cc1
Compound	1	2	3	4	5	6
SENP1 inh	0	2	0	-1	4	0
A3G deaminase	0	-6	-6	9	2	-2
mIAP block	-6	1	4	4	10	0
mIAP activ	1.1	0.99	0.96	0.96	0.9	1
hIAP activ	0.96	1.1	1	0.91	0.96	1
hIAP inh	4	-14	-2	9	4	0
NALP3 yeast inh	21	-7	-6	33	-10	6
beta cell repl	-4	0	-2	-3	-4	-1
APOBEC3A inh	2	-2	0	2	2	1

7	COc1cccc(/C=N/NC(=O)CN2C(=O)NC3NC(=O)NC32)c1 (configuration not stated)
8	O=C(Nc1ccccc1Cl)Oc1ccc(Cl)cc1Cl
9	COCCn1c(SCC(=O)Nc2cc(C)on2)nnc1-c1ccccc1
10	CCOc1ccc(CCNC(=O)c2cc3ccccn3n2)cc1OCC
11	CC(=O)NC(Cc1c[nH]c2ccccc12)C(=O)N/N=C/c1ccccc1 (configuration not stated)
12	COC(=O)c1cc(C(=O)N(Cc2ccccc2)c2ccccn2)cc([N+](=O)[O-])c1
Compound	7	8	9	10	11	12
SENP1 inh	2	0	4	-1	0	1
A3G deaminase	-8	0	21	1	12	-5
mIAP block	6	-15	0	3	-5	2
mIAP activ	0.94	1.2	1	0.97	1.1	0.98
hIAP activ	0.89	0.86	1.1	0.91	1	0.96
hIAP inh	11	14	-6	9	0	4
NALP3 yeast inh	15	0	14	14	23	-4
beta cell repl	0	-2	-2	5	-1	-1
APOBEC3A inh	-3	-1	-2	-2	1	-4

13	CCC(C)NC(=O)[C@H]1N2C(=O)c3ccccc3C2SC1(C)C (some centres not stated)
14	CCCCc1n[nH]c2c1/C(=N/O)CC(C)(C)C2
15	Cc1cc(NC(=O)CSc2nc3cc(Cl)ccc3c(=O)n2C(C)C)no1
16	COC(=O)c1ccc(Cc2ccccc2)o1
17	O=C1C2C3C=CC(O3)C2C(=O)N1CC(O)c1ccccc1 (configuration not stated)
18	Cc1cc2n(n1)C(c1sccc1C)Nc1ccccc1-2 (configuration not stated)
Compound	13	14	15	16	17	18
SENP1 inh	3	1	4	3	-1	-8
A3G deaminase	1	2	-4	-5	-5	-5
mIAP block	-6	8	-3	4	-3	17
mIAP activ	1.1	0.92	1	0.96	1	0.83
hIAP activ	0.95	0.88	1	1.2	0.99	0.99
hIAP inh	5	12	-2	-23	1	1
NALP3 yeast inh	10	16	-4	2	-14	20
beta cell repl	-1	-2	-1	-2	0	2
APOBEC3A inh	4	3	3	-8	3	-1

19	CN1/C(=C\C(=O)COc2ccc3c(c2)OCO3)C(C)(C)c2ccccc21
20	COCc1cc(=O)n2c([nH]c3ccccc32)c1C#N
21	CCOC(=O)c1ccccc1OCc1cc(/C=N/NC(=O)c2cccnc2)ccc1OC
22	CCc1ccc(CNC(=O)CCc2cn(C)c3ccccc23)cc1
23	O=C(N/N=C1\C2CN3CCN(C2)CC1(c1ccccc1)C3)Nc1ccccc1
24	CN(CC(=O)Nc1ccc(F)cc1)C(=O)COC(=O)c1ccc(=O)n(Cc2ccccc2)n1
Compound	19	20	21	22	23	24
SENP1 inh	-9	-86	2	1	3	0
A3G deaminase	1	-4	-2	-3	-3	-2
mIAP block	4	-5	4	-10	1	-2
mIAP activ	0.96	1	0.96	1.1	0.99	1
hIAP activ	0.99	0.88	0.96	1	0.98	1
hIAP inh	0	12	4	-2	2	0
NALP3 yeast inh	33	5	17	8	9	13
beta cell repl	-4	-2	1	1	0	-4
APOBEC3A inh	1	-5	3	-1	3	3

# Complete entries as entered above. Order of screens: SENP1 inh | A3G deaminase | mIAP block | mIAP activ | hIAP activ | hIAP inh | NALP3 yeast inh | beta cell repl | APOBEC3A inh
# `Cc1cc(NC(=O)CSc2nc3cc(Cl)ccc3c(=O)n2C(C)C)no1` as listed: 4 | -4 | -3 | 1 | 1 | -2 | -4 | -1 | 3
# `COC(=O)c1cc(C(=O)N(Cc2ccccc2)c2ccccn2)cc([N+](=O)[O-])c1` as listed: 1 | -5 | 2 | 0.98 | 0.96 | 4 | -4 | -1 | -4
# `O=C(Nc1ccccc1Cl)Oc1ccc(Cl)cc1Cl` as listed: 0 | 0 | -15 | 1.2 | 0.86 | 14 | 0 | -2 | -1
# `COC(=O)c1ccc(Cc2ccccc2)o1` as listed: 3 | -5 | 4 | 0.96 | 1.2 | -23 | 2 | -2 | -8
# `COc1ccc(/C=C(/NC(=O)c2ccc(C)cc2)c2nc3ccccc3[nH]2)cc1OC` as listed: 0 | -6 | 4 | 0.96 | 1 | -2 | -6 | -2 | 0

# Next part.
25	O=c1[nH]cc(S(=O)(=O)N2CCOCC2)c(=O)[nH]1
26	COCc1nnc(NC(=O)C(C)C)s1
27	CCCn1nnnc1NCc1c(F)cccc1Cl
28	O=C(NCCN1CCCC1)c1ccc(CS(=O)(=O)c2c(Cl)cccc2Cl)o1
29	Cc1cccc(N=Nc2c(C)c(C#N)c(O)[nH]c2=O)c1
30	Cc1ccc(CCNC(=O)C2CC(c3ccc(C(F)(F)F)cc3)=NO2)cc1 (configuration not stated)
Compound	25	26	27	28	29	30
SENP1 inh	3	2	-1	-9	16	0
A3G deaminase	-9	-1	-5	-3	-3	-7
mIAP block	-4	-1	3	1	14	10
mIAP activ	1	1	0.97	0.99	0.86	0.91
hIAP activ	1	1	0.97	0.96	0.86	0.97
hIAP inh	-2	-5	3	4	14	2
NALP3 yeast inh	-8	4	9	10	25	22
beta cell repl	-3	-1	2	-1	4	0
APOBEC3A inh	-2	5	0	2	-3	-2

31	N/C(=N\OC(=O)c1ccc(Br)cc1)c1ccncc1
32	CC(=O)Nc1cccc(NC(C)=C(C#N)C#N)c1
33	O=S(=O)(c1ccccc1)N1C2CCC1CC(O)(c1cccnc1)C2 (configuration not stated)
34	Cc1cc(/C=C(\C#N)C(=O)O)c(C)n1CCC(C)C
35	O=C(COC(=O)c1ccc2ccccc2n1)NCc1ccccc1
36	O=C(NCC(=O)N(Cc1ccccc1)C(C(=O)NC1CCCC1)c1cccnc1)c1ccco1 (configuration not stated)
Compound	31	32	33	34	35	36
SENP1 inh	4	2	0	-5	0	3
A3G deaminase	-7	-4	0	-7	-3	-11
mIAP block	-4	2	6	-12	-7	-11
mIAP activ	1	0.97	0.94	1.1	1.1	1.1
hIAP activ	1.2	0.91	0.95	1.2	0.94	1.1
hIAP inh	-22	9	5	-24	6	-6
NALP3 yeast inh	-7	14	7	12	14	-12
beta cell repl	-5	0	4	-1	-4	0
APOBEC3A inh	-2	1	-1	-13	5	-4

37	COc1cc(OC)cc(C(=O)N[C@H](C(=O)Nc2ccc(F)cc2F)C(C)C)c1
38	O=C(CSc1nnc(CNC(=O)c2ccccc2F)o1)NCCc1ccccc1
39	Cc1ccn2c(=O)cc(C)nc2c1
40	CC(C)(C)NC(=O)C(c1ccc(F)cc1)N(Cc1ccccc1Cl)C(=O)c1ccn[nH]1 (configuration not stated)
41	CN(C(=O)COC(=O)c1cc(-c2ccco2)nc2ccccc12)C1CCS(=O)(=O)C1 (configuration not stated)
42	CCCN=C1CC(C)(C)CC(=O)/C1=C(/O)CCC
Compound	37	38	39	40	41	42
SENP1 inh	2	1	-1	2	-6	0
A3G deaminase	-1	-6	-6	-4	70	-8
mIAP block	-1	-1	-3	-11	1	14
mIAP activ	1	1	1	1.1	0.99	0.86
hIAP activ	1	1	1.1	1.5	0.92	1.1
hIAP inh	-2	-2	-14	-51	8	-6
NALP3 yeast inh	7	-3	-2	3	-5	-4
beta cell repl	-4	-1	-3	-1	-2	4
APOBEC3A inh	5	0	2	-1	81	0

43	COc1ccc(OC)c(/C=N/NC(=O)c2ccc(N(C)S(=O)(=O)c3ccccc3)cc2)c1
44	CC(Oc1cc2oc(=O)c3c(c2cc1Cl)CCC3)C(=O)NCCCN1CCOCC1 (configuration not stated)
45	Cc1cc(C(=O)CSc2nc(N)cc(N)n2)c(C)n1C1CC1
46	CN(C)c1oc(-c2ccccc2)nc1C#N
47	CCc1ccc(NC(=O)C(=S)NC2CCCCC2)cc1
48	COCCNC(=O)C1CCC(CNS(=O)(=O)c2ccc3c(c2)CC(C)N3C(=O)C2CC2)CC1 (configuration not stated)
Compound	43	44	45	46	47	48
SENP1 inh	0	-4	-16	-1	1	1
A3G deaminase	-4	-5	-12	-2	0	2
mIAP block	6	0	8	-1	15	-6
mIAP activ	0.94	1	0.92	1	0.85	1.1
hIAP activ	1.2	1.2	1	0.95	1.2	0.72
hIAP inh	-17	-23	-1	5	-24	28
NALP3 yeast inh	23	16	25	-1	17	17
beta cell repl	-2	3	-1	-1	-4	1
APOBEC3A inh	0	-1	-10	0	4	0

49	CC(=O)c1ccc([N+](=O)[O-])cc1
50	CC(=O)c1cc(F)c(N2CCN(C(=O)Cc3ccccc3)CC2)cc1C
51	O=C(CSc1nccc(-c2cccs2)n1)Nc1cccc(Cl)c1
52	C=C(C)Cc1c(C)c(C#N)c2nc3ccccc3n2c1NCCCN(C)C
53	O=C(Nc1ccc(C(=O)N2CCOCC2)cc1)c1cc(-c2cccnc2)nc2ccc(Br)cc12
54	O=C(NCC(=O)N1CCC2(CC1)NCCc1[nH]cnc12)c1cccc(Cl)c1
Compound	49	50	51	52	53	54
SENP1 inh	-2	1	0	-36	1	2
A3G deaminase	-6	7	-3	0	-18	-4
mIAP block	3	-10	7	-12	-1	2
mIAP activ	0.97	1.1	0.93	1.1	1	0.98
hIAP activ	0.91	0.85	0.81	1.1	0.96	1
hIAP inh	9	15	19	-13	4	0
NALP3 yeast inh	9	22	43	4	5	-3
beta cell repl	-3	4	-2	-3	-4	0
APOBEC3A inh	-2	4	-1	1	-5	-3

55	COc1cccc(C(=O)Nc2ccc(S(=O)(=O)Nc3cc(C)nc(C)n3)cc2)c1
56	CN(C)c1ccc(/C=C/c2cccc[n+]2[O-])cc1
57	CCCCNC(=O)CSc1nc2ccccc2n1S(=O)(=O)c1ccc(Br)cc1
58	CC(=O)Nc1ccc(NC(=O)CSc2ccc3nnc(CCNC(=O)c4ccccc4)n3n2)cc1
59	Cc1cccc(S(=O)(=O)NCCc2ccccc2)c1
60	CCN(CC)Cc1c(C(=O)OC)nnn1-c1nonc1N
Compound	55	56	57	58	59	60
SENP1 inh	0	0	1	1	1	3
A3G deaminase	-4	-8	0	-5	-2	0
mIAP block	8	5	15	-1	-1	-8
mIAP activ	0.92	0.95	0.85	1	1	1.1
hIAP activ	0.92	0.96	0.99	1.1	0.95	1.1
hIAP inh	8	4	1	-7	5	-14
NALP3 yeast inh	6	20	19	1	22	13
beta cell repl	1	-1	0	0	-2	1
APOBEC3A inh	0	-4	3	-1	2	0
